Pf growth 96h = inhibits malaria parasite growth, 96 h; P. falciparum luciferase reporter growth, 96 h; Potency, µM (highest dose often 28.7 µM), inactives show top-dose activity change, negative = inhibition, actives largely listed as inhibitors; 320,000 tested, 6.9% active; also: potency is read from the fitted curve at half-maximal effect; % is scaled to controls: 0 for no effect and ±100 for the full control effect
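Cell-based qHTS: luciferase-tagged P. falciparum in erythrocytes (2% hematocrit, 0.05% parasitemia final) incubated with compounds for 96 hours, 37 C, 5% CO2; luciferase detection reagent then added and luminescence measured.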
AmpC no deterg = AmpC beta-lactamase inhibition without detergent | AmpC nitrocefin hydrolysis, absorbance 480 nm, 0.0001% Triton | AID 485341 | 330,000 tested, 0.52% active | P00811 | Potency, µM (highest dose often 57.1 µM), for the others: at the top dose activity change, negative = inhibition, hits mostly inhibitors;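 also: potency is read from the fitted curve at half-maximal effect; plate controls were no compound for no effect and no enzyme for full effect; nearly all actives have a fitted effect of over 20% in size; some results filed as inactive show a strong effect at the top dose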
Target sequence (P00811 whole entry, looked up): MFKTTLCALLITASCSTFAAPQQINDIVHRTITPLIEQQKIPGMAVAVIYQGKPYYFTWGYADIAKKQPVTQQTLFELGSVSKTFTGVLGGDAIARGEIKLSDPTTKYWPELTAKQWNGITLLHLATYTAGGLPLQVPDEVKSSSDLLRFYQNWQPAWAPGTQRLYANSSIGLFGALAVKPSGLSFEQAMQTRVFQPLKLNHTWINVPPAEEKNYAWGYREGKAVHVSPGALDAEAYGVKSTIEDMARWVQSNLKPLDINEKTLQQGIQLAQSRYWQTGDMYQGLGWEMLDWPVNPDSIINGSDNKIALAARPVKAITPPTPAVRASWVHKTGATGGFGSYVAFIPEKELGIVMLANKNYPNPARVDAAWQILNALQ
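20 mM phosphate pH 7.0 + 0.01% (detergent screen) or 0.0001% Triton X-100; 5.3 nM AmpC reagent; cpd preinc 15 min RT; nitrocefin (800 uM stock) to start; A480 q20 s × 4 min; Activity was normalised to no-enzyme and no-compound control wells.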
LmPK inh = blocks Leishmania mexicana pyruvate kinase activity; Q27686; purified LmPK, Kinase-Glo ATP luminescence, 1 h; 290,000 tested, 0.37% active; Potency, µM (doses to about 57.5 µM), for the others: at the highest dose activity change, negative = inhibition, usual class: inhibitors; also: potency is read from the fitted curve at half-maximal effect; % is scaled to controls: 0 for no effect and ±100 for the full control effect
Target sequence (Q27686 whole entry, looked up): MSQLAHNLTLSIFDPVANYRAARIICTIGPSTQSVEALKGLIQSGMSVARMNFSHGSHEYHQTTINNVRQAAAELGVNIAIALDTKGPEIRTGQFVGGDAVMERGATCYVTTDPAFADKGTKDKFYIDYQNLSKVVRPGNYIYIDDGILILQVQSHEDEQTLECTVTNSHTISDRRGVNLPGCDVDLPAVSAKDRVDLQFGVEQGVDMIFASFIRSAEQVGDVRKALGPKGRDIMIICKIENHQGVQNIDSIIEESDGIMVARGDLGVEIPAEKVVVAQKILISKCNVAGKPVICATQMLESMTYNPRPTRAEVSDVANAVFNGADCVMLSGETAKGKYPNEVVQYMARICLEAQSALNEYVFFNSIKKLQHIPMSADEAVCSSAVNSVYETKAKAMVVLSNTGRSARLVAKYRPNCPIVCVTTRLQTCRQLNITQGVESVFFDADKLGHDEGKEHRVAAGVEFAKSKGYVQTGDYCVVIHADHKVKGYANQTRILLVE
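ATP generated from ADP (0.1 mM) and PEP (0.5 mM) by 0.1 nM LmPK over 1 h at room temperature (pH 7.2 imidazole buffer) was detected by coupled luciferase luminescence. Values were normalized to uninhibited and no-enzyme wells.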
Pf growth 48h = P. falciparum growth inhibition at 48 hours (one generation); Potency, µM (titrated, usually from 28.7 µM), inactives show at the top dose activity change, negative = inhibition, usual class: inhibitors; 310,000 tested, 5.9% active; P. falciparum luciferase growth in erythrocytes, 48 h; AID 504832; also: potency is read from the fitted curve at half-maximal effect; % is scaled to controls: 0 for no effect and ±100 for the full control effect
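Luminescence readout; reporter = integrated firefly luciferase in P. falciparum. RBC culture at 2% hematocrit, 0.1% parasitemia final, 37 C/5% CO2; decreased signal taken as growth inhibition.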
Tb PYK inh = inhibitors of Trypanosoma brucei pyruvate kinase. 410,000 tested, 0.12% active. Q57TT1. TbPYK enzyme, Kinase-Glo Plus ATP luminescence, 45 min. AID 624173. Potency, µM (highest dose often 76.8 µM), without a hit: at the top dose activity, negative = inhibition, hits mostly inhibitors; also: potency is read from the fitted curve at half-maximal effect; % is scaled to controls: 0 for no effect and ±100 for the full control effect; nearly all actives have a fitted effect of over 50% in size
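Assay buffer: 50 mM TEA pH 7.2, 100 mM KCl, 10 mM MgCl2, 0.05% BSA, 0.01% Tween-20. Pyruvate kinase from T. brucei plus substrate met compound, then ADP (130 uM final). Luminescence was read post 45 min RT.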
Cycloheximide cs = counter-screen hit for Shiga toxin inhibitors, cycloheximide | max response, % | 300,000 tested, 12% active | AID 2314 | cell reporter, cycloheximide protein synthesis inhibition counterscreen; in the data active = max response mostly above about 13%, no sharp cut-off; inactive = mostly below about 14%; also: read at 38.3 µM for the half of the compounds with a filed dose; 0% is about no effect
Shiga toxin inh = blocks Shiga toxin action in Vero cells. Vero cells, Shiga toxin protein synthesis inhibition reporter. inhibition, % at 38.7 µM. 290,000 tested, 9.2% active; in the data active = inhibition mostly above about 28%, no sharp cut-off; inactive = mostly below about 43%; also: 0% is about no effect
Numbers without * were called inactive; u = inconclusive; x = not tested or not shown; [ ] = remark or other dose. Unless noted, calls follow the shape of the dose curve; as a rule, active = well fitted curve in the direction sought with a large enough effect; inconclusive = small, poorly fitted or top-dose-only effect, or another doubt; inactive = no such curve, though single readings can be large; an effect the other way counts as inactive or inconclusive.

The first two compounds, ahead of the listing:
SMILES	Pf growth 96h	AmpC no deterg	LmPK inh	Pf growth 48h	Tb PYK inh	Cycloheximide cs	Shiga toxin inh
Cc1ccc(-c2cc(N)on2)cc1	30%[activator]	-9%	-6%	40%[activator]	-5%	21*	108*
CSc1nsc(N/N=C/c2ccccc2)c1C#N	u	-29%	0%	142%[activator]	-15%	30*	51*

Results, from the start:
SMILES	Pf growth 96h	AmpC no deterg	LmPK inh	Pf growth 48h	Tb PYK inh	Cycloheximide cs	Shiga toxin inh
Cc1ccc(-c2cc(N)on2)cc1	30%[activator]	-9%	-6%	40%[activator]	-5%	21*	108*
CSc1nsc(N/N=C/c2ccccc2)c1C#N	u	-29%	0%	142%[activator]	-15%	30*	51*
CCCCn1c(O)c(C(C)=NCCN2CCCCC2)c(=O)[nH]c1=O	u	27%	-5%	u	1%	-2	-15
CCc1ccc(C(=O)Cn2cnc3cc([N+](=O)[O-])ccc3c2=O)cc1	27%	-28%	3%	1%	2%	-1	-4
CSc1nc2ccc3nc(NC(=O)C4COc5ccccc5O4)sc3c2s1 (stereo not drawn)	u	-94%	0%	-17%	3%	5	22
Cc1ccccc1CS(=O)(=O)CCC(=O)NCCCN1CCOCC1	22%	3%	4%	2%	-3%	-1	17
Cc1cccc(-c2noc(-c3ccc4c(c3)OCO4)n2)c1	-20%	4%	7%	14%	-5%	-2	-5
CCOc1ccc(/C=N/NC(=O)CN2CCCCCCC2)cc1	u	-14%	0%	-9%	36%[activator]	5	3
Cc1ccc(/C=C2/C(=O)N(c3ccccc3)C(=S)N2C)o1	-8%	-58%	-10%	17%	u	-4	-9
CC(/C=C1\N=C(SCc2ccccc2)SC1=O)=C\c1ccccc1	4%	-19%	2%	40%[activator]	1%	-3	-10
COc1cccc(C(=O)NCC(=O)N2CCN(c3ccc(C(F)(F)F)cn3)CC2)c1	0%	-2%	x	u	3%	x	x
Cc1ccc2ncnc(Nc3cccc([N+](=O)[O-])c3)c2c1	31%	-48%	8%	u	-7%	1	21
COCCN1C(=O)N[C@H](c2cccc(C(F)(F)F)c2)C(C(=O)OC)=C1C	-24%	-14%	4%	4%	x	-6	-16
CCCN(CC(=O)Nc1ccccc1OC)C(=O)Cc1ccccc1F	2%	-4%	2%	-6%	4%	8	-5
COc1ccc(CNCCC2(C(C)C)CCOC(C)(C)C2)cc1 (stereo not drawn)	u	-10%	-4%	u	0%	-4	-4
Cc1nc(-c2ccccc2)sc1-c1ccn[nH]1	292%[activator]	-23%	-13%	183%[activator]	-1%	28*	69*
CC1CC(Nc2ccccc2)c2ccccc2N1C(=O)c1ccccc1F (stereo not drawn)	-2%	-3%	10%	23%	2%	1	x
Cc1cccc(C(=O)N2CCc3cc(-c4csc(NC(=O)CN5CCCC5)n4)ccc32)c1	u	69%[activator]	-3%	u	9%	9	9
Cc1cccc(N2C(=O)/C(=C\c3ccc(C(=O)O)cc3)c3ccccc3C2=O)c1	u	-29%	0%	-11%	-5%	-2	-6
Cc1ccc(CNC(=O)c2ccc(CNc3c(N4CCCC4)c(=O)c3=O)cc2)cc1	-11%	12%	10%	x	-6%	4	8
O=C1NC[C@@H](Cc2ccc(O)cc2)N(CC2CCCCC2)C1=O	-9%	-11%	2%	-10%	-3%	-5	-4
Cn1nc(C(F)(F)F)c2cc(C(=O)Nc3ccc(Cl)cc3)sc21	u	-26%	7%	35%[activator]	-2%	-2	-16
O=C(CCCN1C(=O)/C(=C/c2cccs2)SC1=S)NNC(=O)c1ccc(F)cc1	10%	-4%	4%	u	6%	1	-6
CC(C)CC(NC(=O)C1CCCN1C(=O)OC(C)(C)C)C(=O)NCC(N)=O (stereo not drawn)	u	-6%	6%	7%	-6%	-4	-27
N#C/C(=C\c1ccco1)C(=O)NCc1ccccc1	12%	-30%[11.4 µM]	-1%	29%	1%	35*	41*
COc1ccc(-c2csc(N(Cc3ccccc3)C(=O)COc3ccc(Cl)cc3)n2)cc1	u	-16%	7%	1%	3%	-1	-2
CCCC(c1nnnn1C(C)(C)C)N1CCN(C(=O)c2ccco2)CC1 (stereo not drawn)	-14%	2%	-1%	-3%	-9%	6	-11
Cc1cccc(NC(=O)Nc2cccc(C#N)c2)n1	u	-22%	-2%	36%[activator]	3%	36*	21
Cc1ccccc1NC(=O)C(c1ccccc1)C1CCCC1 (stereo not drawn)	0%	-15%	2%	u	-11%	6	28
CC(=O)Nc1ccc(OC(=O)N(C)c2ccccc2)cc1	13%	-16%	-4%	36%[activator]	1%	13	20
CN1CCN(/C=C2\SC(=S)NC2=O)CC1	x	-17%	6%	6%	-1%	-7	-50
COc1ccc(NS(=O)(=O)c2cn(C)c(=O)n(C)c2=O)c(OC)c1	-1%	-17%	1%	0%	4%	-1	-8
COCCn1c(SCC(=O)Nc2ccc(C(C)=O)cc2)nnc1-c1ccco1	-4%	-2%	-3%	3%	-4%	-2	5
CC(=O)N1CCN(c2ccccc2NC(=O)COc2cc(C)cc(C)c2)CC1	13%	119%[activator]	0%	u	-5%	-6	-13
COc1cccc(C2=NOC(C(=O)Nc3ccc(C(C)=O)cc3)C2)c1 (stereo not drawn)	15%	-10%	1%	-21%	-3%	48*	53*
Cc1ccc(/C=C(\C#N)C(=O)NCC2CCCO2)o1 (stereo not drawn)	1%	-39%	0%	48%[activator]	1%	1	30
O=C(NCC1CCCCC1)c1cccc(S(=O)(=O)N2CCCC2)c1	u	-16%	x	10µM*	3%	x	x
CC(C)c1ccc(NC(=O)COc2ccc(C3SCCS3)cc2)cc1	-8%	-39%	8%	-4%	-3%	-4	18
Cc1nn(S(=O)(=O)c2ccc(F)cc2)c(C)c1S(=O)(=O)N1CCOCC1	-4%	-11%	-4%	9%	-1%	-3	30
COc1ccc(CCNC(=O)c2ccc3c(c2)NC(=O)C(N2CCOCC2)S3)cc1OC (stereo not drawn)	1%	54%	8%	-14%	-4%	5	-14

Three compounds picked at random from those above, as already listed:
SMILES	Pf growth 96h	AmpC no deterg	LmPK inh	Pf growth 48h	Tb PYK inh	Cycloheximide cs	Shiga toxin inh
CC(C)c1ccc(NC(=O)COc2ccc(C3SCCS3)cc2)cc1	-8%	-39%	8%	-4%	-3%	-4	18
COCCn1c(SCC(=O)Nc2ccc(C(C)=O)cc2)nnc1-c1ccco1	-4%	-2%	-3%	3%	-4%	-2	5
Cc1ccc(/C=C(\C#N)C(=O)NCC2CCCO2)o1 (stereo not drawn)	1%	-39%	0%	48%[activator]	1%	1	30

(continued)
SMILES	Pf growth 96h	AmpC no deterg	LmPK inh	Pf growth 48h	Tb PYK inh	Cycloheximide cs	Shiga toxin inh
CCOC(=O)c1cc(-c2ccc(C)c([N+](=O)[O-])c2)nc2c1c(=O)n(C)c(=O)n2C	16%	-21%	4%	-4%	x	-4	-4
COc1cccc(C(=O)Nc2cc3c(cc2C(C)=O)OCCO3)c1	10µM*	68%[activator]	2%	40%[activator]	1%	-2	7
CCC(=O)Nc1nc(CC(=O)Nc2ccccc2OC)cs1	-13%	-13%	-2%	-4%	-8%	-4	14
CCC(CC)NC(=O)c1cc([N+](=O)[O-])ccc1N1CCOCC1	35%[activator]	-14%	-3%	17%	-1%	-1	-22
CCCCc1ccc(/C=C2/C(=O)ON=C2c2ccccc2)s1	10µM*	-19%	-1%	-2%	-1%	-1	-9
Cc1ccccc1CNS(=O)(=O)c1ccccc1[N+](=O)[O-]	0.66µM*	-34%	-1%	34%[activator]	5%	-3	-7
Nc1ccc(-c2n[nH]c(=O)c3ccccc23)cc1N	x	-40%	-5%	-11%	u	1	-9
COc1ccnc(NCc2cccnc2)c1C#N	8%	1%	0%	2%	-17%	-2	-14
CC(C(=O)Nc1ccc(Cl)cc1)c1ncc(C(F)(F)F)cc1Cl (stereo not drawn)	1%	-6%	3%	-12%	-40%	1	3
CCNC(=S)NNC(=O)c1cc(C2CC2)nc2ccccc12	-15%	-10%	-1%	u	-3%	-3	11
O=C(O)COCC(=O)N1CCN(C2c3ccccc3-c3ccccc32)CC1	-1%	1%	0%	-11%	4%	-2	-9
NC(=O)c1ccc(NC(=O)CNCc2ccccc2Cl)cc1	7%	-8%	-1%	14%	-2%	14*	49*
CCOC(=O)c1cn(-c2ccc([N+](=O)[O-])cc2)c2cc(Cl)c([N+](=O)[O-])cc2c1=O	u	-12%	1%	0%	-1%	0	1
CCCCC(=O)N(c1ccc(C(=O)O)cc1)c1nc(-c2ccc(Cl)cc2)c(CC)s1	u	-13%	0%	2.3µM*	5%	-5	9
Cc1cccc(NC(=O)c2cc([N+](=O)[O-])ccc2Cl)c1O	-16%	-31%	0%	u	5%	4	12

Rewritten comma-delimited: entries from further up
compound,Pf growth 96h,AmpC no deterg,LmPK inh,Pf growth 48h,Tb PYK inh,Cycloheximide cs,Shiga toxin inh
CCOC(=O)c1cc(-c2ccc(C)c([N+](=O)[O-])c2)nc2c1c(=O)n(C)c(=O)n2C,16%,-21%,4%,-4%,x,-4,-4
COc1cccc(C(=O)Nc2cc3c(cc2C(C)=O)OCCO3)c1,10µM*,68%[activator],2%,40%[activator],1%,-2,7
CCC(=O)Nc1nc(CC(=O)Nc2ccccc2OC)cs1,-13%,-13%,-2%,-4%,-8%,-4,14
CCC(CC)NC(=O)c1cc([N+](=O)[O-])ccc1N1CCOCC1,35%[activator],-14%,-3%,17%,-1%,-1,-22
CCCCc1ccc(/C=C2/C(=O)ON=C2c2ccccc2)s1,10µM*,-19%,-1%,-2%,-1%,-1,-9

An excerpt from above in order of count of non-hydrogen atoms, ascending.
SMILES	Pf growth 96h	AmpC no deterg	LmPK inh	Pf growth 48h	Tb PYK inh	Cycloheximide cs	Shiga toxin inh
NC(=O)c1ccc(NC(=O)CNCc2ccccc2Cl)cc1	7%	-8%	-1%	14%	-2%	14*	49*
COc1cccc(C(=O)Nc2cc3c(cc2C(C)=O)OCCO3)c1	10µM*	68%[activator]	2%	40%[activator]	1%	-2	7
CCOC(=O)c1cc(-c2ccc(C)c([N+](=O)[O-])c2)nc2c1c(=O)n(C)c(=O)n2C	16%	-21%	4%	-4%	x	-4	-4

Screening data as filed in PubChem BioAssay.
